Source: PubChem
Pf Dd2 inh = qHTS Primary assay for Inhibitors of Plasmodium falciparum Dd2 growth in vitro; P. falciparum Dd2 growth, SYBR Green, 72 h; Potency, µM (series often up to 28.9 µM), without a hit: at the highest dose activity, negative = inhibition, hits mostly inhibitors; 120,000 compounds, 4.3% hits; active means well fitted inhibition curve with a large enough effect; inconclusive means small, poorly fitted or top-dose-only effect; inactive means no such curve, though single readings can be large or run the other way;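 further: plate controls were DMSO vehicle for no effect and reference drug for full effect; nearly all actives have a fitted effect of over 65% in size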
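Readout: SYBR Green fluorescence, 485 nm excitation, 535 nm emission, after ~16 h lysis at 37C. Before that, Dd2-infected red cells (2.5% hematocrit) grew 72 h with compound, 29 uM top final concentration.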
An asterisk follows results filed as active; [ ] = remark or other dose. Potency means the concentration at half of the fitted maximal effect.

For CN(C)CCNC(=O)C[C@@H]1CCNC[C@@H]1Cc1cc(-c2ccc(C(C)(C)C)cc2)on1 the results were Pf Dd2 inh inactive.
`Cc1ccc(C(=O)N2C[C@@H](C)[C@](O)(C3CC3)C2)s1` gave Pf Dd2 inh -15%.
For CC(C)c1nnc(C2CN(C(=O)c3ccc(Cl)s3)CC23CCOCC3)o1 (stereo not given) the results were Pf Dd2 inh -13%.
CN1CCCCCCN(C(=O)C2CCCCC2)[C@H]2CCC[C@H]2C1=O was read as Pf Dd2 inh 1%.
Screening Cn1c(CCNC(=O)C23CCCC=C2N(Cc2ccccc2)C(=O)CC3)nc2ccccc21 (stereo not given) returned Pf Dd2 inh inactive.
CCCC(=O)n1nc(-c2ccco2)nc1NCc1ccccc1Cl was read as Pf Dd2 inh 21%.
Screening CN(CCc1noc(C2CN(C(=O)c3ccccc3C(F)(F)F)C2)n1)C(=O)C1CC1 returned Pf Dd2 inh -6%.
For CC(C)C(=O)N1CCc2c(n(Cc3cccnc3)n(CCc3ccccc3)c2=O)C1 the results were Pf Dd2 inh 15%[44.1 µM].
Screening CNC(=O)[C@@H](c1ccccc1)N1CCC[C@H]1C(=O)NC1CCCCC1 returned Pf Dd2 inh 3%[44.1 µM].
CCn1c(CC2CCN(C(=O)CCc3ccc4c(c3)OCO4)CC2)nn(C)c1=O was read as Pf Dd2 inh 11%.
`O=C(Nc1ccc(-c2nnc3n2CCCC3)cc1)Nc1ccccc1Cl` gave Pf Dd2 inh inconclusive.
Cc1oc2ccn(Cc3ccc(F)cc3)c(=O)c2c1C(=O)NC1CCCCCC1 was read as Pf Dd2 inh -25%.
Screening CCO[C@H]1CN(C(=O)c2ccc(N3CCN(C)CC3)cc2)C[C@@H]1O returned Pf Dd2 inh 6%.
Cc1ccc(CN2CC[C@H](c3nnc(Cc4ccccc4)o3)C2)cc1 was read as Pf Dd2 inh -6%[44.1 µM].
`COc1ccc(-c2[nH]ncc2CN2CCn3nnc(CCC(=O)N4CCCC4)c3C2)cc1` gave Pf Dd2 inh inconclusive.
For Cc1ccccc1-c1cc2c(nc1-c1ccccc1)nc(C(=O)NCCN(C)C)n2C the results were Pf Dd2 inh inconclusive.
CN(C)C(=O)c1ccc2ccnn2c1 was read as Pf Dd2 inh 23%[44.1 µM].
CN(CCc1ccccn1)C(=O)CCC[C@H]1NC[C@@H]2CC1CN(Cc1ccccc1)C2 was read as Pf Dd2 inh -9%.
For O=C(NC1CC1)C1CCc2nnc(-c3cccnc3)n21 (stereo not given) the results were Pf Dd2 inh 18%[44.1 µM].
`Fc1ccc(-c2cc(-c3ccccc3)c3c(n2)-c2cc(F)ccc2OC3)cc1` gave Pf Dd2 inh inactive.

Ordered by molecular weight (highest first): 7 of the compounds above.
`COc1ccc(-c2[nH]ncc2CN2CCn3nnc(CCC(=O)N4CCCC4)c3C2)cc1` gave Pf Dd2 inh inconclusive.
CN(CCc1ccccn1)C(=O)CCC[C@H]1NC[C@@H]2CC1CN(Cc1ccccc1)C2 was read as Pf Dd2 inh -9%.
For Cc1ccccc1-c1cc2c(nc1-c1ccccc1)nc(C(=O)NCCN(C)C)n2C the results were Pf Dd2 inh inconclusive.
`O=C(Nc1ccc(-c2nnc3n2CCCC3)cc1)Nc1ccccc1Cl` gave Pf Dd2 inh inconclusive.
Screening CCO[C@H]1CN(C(=O)c2ccc(N3CCN(C)CC3)cc2)C[C@@H]1O returned Pf Dd2 inh 6%.
For O=C(NC1CC1)C1CCc2nnc(-c3cccnc3)n21 (stereo not given) the results were Pf Dd2 inh 18%[44.1 µM].
CN(C)C(=O)c1ccc2ccnn2c1 was read as Pf Dd2 inh 23%[44.1 µM].

Further compounds follow:
COc1cccc(-n2c(=O)c3sc4ccccc4c3n(CC(=O)Nc3cccc(Cl)c3)c2=O)c1 was read as Pf Dd2 inh inconclusive.
For CN(C)Cc1cc(CC2(NCc3ccccc3Cl)COC2)no1 the results were Pf Dd2 inh -12%[44.1 µM].
For CC(C)NC(=O)C1=NOC2CN(C(=O)NC(C)C)CC12 (stereo not given) the results were Pf Dd2 inh inconclusive.
COCC(=O)N[C@H]1CCN2C(=O)c3cc(-c4cc(Cl)ccc4OC)ccc3NC(=O)[C@@H]2C1 was read as Pf Dd2 inh -9%.
Screening O=C(NCc1ccc(C(F)(F)F)cc1)C1CN(c2cccc(Cl)c2)C(=O)N1 (stereo not given) returned Pf Dd2 inh -12%.
Screening CC(C)CCN1CCOc2cc([S+](=O)([O-])Nc3nncs3)ccc2C1 returned Pf Dd2 inh inactive.
For O=C(c1ccc(-c2noc(C3CC3)n2)cc1)N1CCC2(CCOCC2)CC1 the results were Pf Dd2 inh inconclusive.
`CC(C)C1(CNC(=O)c2coc(COc3ccc4c(c3)OCO4)n2)CC1` gave Pf Dd2 inh 0%.
O=C1NCCCCCN(C(=O)CCC2CCCC2)[C@H]2CCCC[C@@H]12 was read as Pf Dd2 inh inactive.
For CCCCOc1ccc(Cn2c(=O)sc3ccccc32)cc1OC the results were Pf Dd2 inh -6%.
For COc1ccc(-c2ccnc3nc(Cc4ccc(F)cc4)nn23)cc1 the results were Pf Dd2 inh -27%.
O=C(Nc1ccccc1)N1CCC(Oc2ncccc2C(=O)N2CCCCC2)C1 (stereo not given) was read as Pf Dd2 inh -2%.
CC1=C(C(N)=O)C(c2ccc(C(C)C)cc2)n2nc(SCc3ccccc3F)nc2N1 (stereo not given) was read as Pf Dd2 inh 7%.
CC(Oc1ccccc1)C(=O)OCc1cc(=O)n2nc(C(C)C)sc2n1 (stereo not given) was read as Pf Dd2 inh 21%.
Screening CS(=O)(=O)N1CCC2(CC1)CN(C(=O)c1ccc3[nH]ccc3c1)Cc1ccccc1O2 returned Pf Dd2 inh -19%.
For O=C(C[C@@H]1CCNC[C@@H]1Cc1cc(-c2ccccc2)on1)NCc1ccccc1 the results were Pf Dd2 inh inconclusive.
`CCO[C@H]1CN(Cc2cc3c(cc2OC)OCCCO3)C[C@@H]1O` gave Pf Dd2 inh -15%.
For O=C(O)CN1CCNc2nc(CNc3ccc(F)cc3)n(Cc3ccccc3)c2C1=O the results were Pf Dd2 inh inactive.
Screening O=C(NC1CCN(c2cc(-c3ccccc3)[nH]n2)CC1)c1ccc(F)cc1F returned Pf Dd2 inh inactive.
Screening COc1ccc(S(=O)(=O)N2C[C@@H]3C[C@H](C2)c2c(NC(=O)c4ccc5c(c4)OCO5)ccc(=O)n2C3)cc1 returned Pf Dd2 inh inconclusive.
`COCCN1C(=O)c2ccccc2C(C(=O)NCCC2=CCCCC2)C12CCCC2` (stereo not given) gave Pf Dd2 inh -14%.
`Cc1ccc(/C=C/c2nc3ccccc3[nH]2)cc1` gave Pf Dd2 inh 10µM*.
`O=C(NCc1cccc(F)c1)c1ccccc1NC(=O)c1nsc2ccccc12` gave Pf Dd2 inh 9%.
`COc1ccc2nc3n(c2c1)[C@@H](CNCc1ccc(C(F)(F)F)cc1)COC3` gave Pf Dd2 inh inconclusive.
For Cc1cc(C)cc(NC(=O)Cn2nc3c(cc2=O)CCCCC3)c1 the results were Pf Dd2 inh -6%.
Screening O=C(Cn1c(=O)n(Cc2ccc3c(c2)OCO3)c(=O)c2ccc(C(=O)NC3CCCCC3)cc21)Nc1ccccc1F returned Pf Dd2 inh inconclusive.
For COc1ccc(CNc2nc(-c3ccccc3)nn2S(=O)(=O)c2ccccc2)cc1 the results were Pf Dd2 inh 15%.
Screening O=C(c1ccsc1)N1CCC2(CC1)CC(N(Cc1ccc(F)cc1)C1CC1)CCO2 (stereo not given) returned Pf Dd2 inh 8.9µM*.
Screening O=C(c1ncccn1)N1CCc2c(n(CCOc3ccccc3)n(-c3ccccc3)c2=O)C1 returned Pf Dd2 inh -12%.
COCCN1CCCC2(CCN(C(=O)CCN(C)S(C)(=O)=O)C2)C1=O (stereo not given) was read as Pf Dd2 inh 3%.
For CC(=O)Nc1ccc(C2(C(=O)N(C)Cc3ccccc3)CCCCC2)cc1 the results were Pf Dd2 inh inactive.
Screening CCn1nccc1C(=O)N1CCC2(CC1)CCC(O)(CN(C)C)CC2 returned Pf Dd2 inh -4%.
`C#CCNC(=O)C[C@@H]1O[C@H](CNC(=O)Nc2ccc(C)cc2)[C@@H](O)[C@H]1O` gave Pf Dd2 inh 12%[44.1 µM].
For COc1ccccc1N1CCN(C(=O)C[C@@H]2CCNC[C@@H]2Cc2cc(-c3ccc(F)cc3)on2)CC1 the results were Pf Dd2 inh 11µM*.
Screening Cc1ccc(CNC(=O)CSc2c3c(nc4ccc(Cl)cc24)CCCC3)cc1 returned Pf Dd2 inh 23%.
Cc1ccc(CNC(=O)CN2N=C(c3ccc(C)cc3)CCC2=O)cc1 was read as Pf Dd2 inh inactive.
O=C(c1cc(-c2ccccc2O)on1)N1CCCCC1 was read as Pf Dd2 inh inconclusive.
For O=C([C@@H]1C[C@H](F)CN1S(=O)(=O)c1cccc(C(F)(F)F)c1)N1CCCCC1 the results were Pf Dd2 inh inactive.
Screening CC(C)CNC(=O)C(NC(=O)c1ccccc1Cl)C1CCN(C(=O)c2ccccc2F)CC1 (stereo not given) returned Pf Dd2 inh inactive.
CC(=O)N[C@H]1CO[C@H]2[C@@H]1OC[C@@H]2Nc1nccc(C2CCCC2)n1 was read as Pf Dd2 inh -8%[44.1 µM].

Among those listed so far, these have a furan ring, fused or not.
CCCC(=O)n1nc(-c2ccco2)nc1NCc1ccccc1Cl was read as Pf Dd2 inh 21%.
Cc1oc2ccn(Cc3ccc(F)cc3)c(=O)c2c1C(=O)NC1CCCCCC1 was read as Pf Dd2 inh -25%.

(continued)
Cc1scc(CN2CCN(c3ccccc3F)CC2)c1C was read as Pf Dd2 inh inactive.
CC1(C(=O)N2CCC(c3ccccc3)CC2)CCc2cnc(N3CCOCC3)nc21 (stereo not given) was read as Pf Dd2 inh inactive.
Cc1noc(-c2cn(C3CCN(C(=O)c4ccc(F)cc4)CC3)nn2)n1 was read as Pf Dd2 inh inactive.
`O=C(Nc1ccc(Cl)cc1Cl)c1ccnc2[nH]ccc12` gave Pf Dd2 inh -12%.
Screening O=C(c1ccccc1F)N1CCC(N2CCNC2=O)CC1 returned Pf Dd2 inh 16%[44.1 µM].
For COc1ccc(C(CC(=O)NCc2cccnc2)c2ccccc2)cc1 (stereo not given) the results were Pf Dd2 inh -1%.
For Cc1ccc(CNc2ncnc3c2cnn3-c2ccc(C)cc2C)cc1 the results were Pf Dd2 inh 17%.
Screening CC(C)NC(=O)N1CCOc2ccc(CCC(=O)O)cc2C1 returned Pf Dd2 inh 7%.
CCNc1cc(N2CCC(CCC(=O)NCc3ccc(OC)cc3)CC2)ncn1 was read as Pf Dd2 inh -14%.
For CC(CNC(=O)CCS(=O)(=O)c1cc2c(cc1Cl)NC(=O)CO2)c1ccccc1 (stereo not given) the results were Pf Dd2 inh 1%.
Screening O=C(Nc1ccc(C(=O)N2CCN(c3ccccc3F)CC2)cc1)c1nsc2ccccc12 returned Pf Dd2 inh -8%.
Screening CCCCc1cc(C[C@@H]2C[C@H](NC(=O)NC(C)C)C2(C)C)no1 returned Pf Dd2 inh -4%[44.1 µM].
Screening O=C1NC(=NC2CCCCC2)C2(CCN([S+](=O)([O-])c3ccccc3)C2)N1c1cc(F)cc(F)c1 (stereo not given) returned Pf Dd2 inh -28%.
Screening CCCc1noc(-c2cn(C3CCN(C(=O)c4cccc(F)c4)CC3)nn2)n1 returned Pf Dd2 inh 17%.
`CC(=O)N1CCC2(CC1)C(=O)NN=C2c1ccncc1` gave Pf Dd2 inh 12%[44.1 µM].
For COCCN1CCCCCC(O)c2cc(C(=O)N3CCN(c4cccc(OC)c4)CC3)ccc21 (stereo not given) the results were Pf Dd2 inh inconclusive.
Screening COCCN1C(=O)[C@H]2CN(Cc3ccccc3C(F)(F)F)C[C@H]2C1=O returned Pf Dd2 inh 43%[activator].
`Cc1ccc(CN2CCNC(=O)C2CC(=O)NC2(CO)CCCC2)cc1` (stereo not given) gave Pf Dd2 inh 11%.
`Cc1cc(C)c(OCC(=O)N(Cc2ccc(N(C)C)cc2)CC2CCCO2)c(C)c1` (stereo not given) gave Pf Dd2 inh -6%.
`O=C(CSc1oc(-c2ccco2)nc1S(=O)(=O)c1ccc(Br)cc1)c1ccccc1` gave Pf Dd2 inh 4%.
COc1cccc(C(=O)N[C@@H]2CN(C)C[C@H]2CN(C)C)c1OC was read as Pf Dd2 inh 38%[activator].
For COc1ccc(C)cc1NC(=O)c1ccc2c(c1)N(Cc1cccc(Cl)c1)C(=O)c1ccccc1S2=O (stereo not given) the results were Pf Dd2 inh 7.9µM*.
For O=C([C@H]1CNC[C@H](C(=O)N2CCN(c3ccncc3)CC2)C1)N1CCCC1 the results were Pf Dd2 inh 23%.
COc1ccc(CCN2CCC(CN(C)C(=O)c3ccccc3SC)CC2)cc1 was read as Pf Dd2 inh inconclusive.
O=C(Nc1ccc(F)c(Cl)c1)C1CCCN1S(=O)(=O)c1ccc(F)cc1 (stereo not given) was read as Pf Dd2 inh inactive.
CCn1c(SCC(=O)N2CCC(C)CC2)nnc1-c1ccccc1O was read as Pf Dd2 inh 39%[activator].
`CC(C)CCN1CCC(C2CCN(C(=O)c3ccnn3C)C2)CC1` (stereo not given) gave Pf Dd2 inh 19%.
`CCc1cccc(C)c1NC(=O)CSc1nnc(N)s1` gave Pf Dd2 inh 12%.
For COc1ccc(CNC(=O)CN2C(=O)NC3(CCC(C(C)(C)C)CC3)C2=O)cc1OC (stereo not given) the results were Pf Dd2 inh inconclusive.
For COCCCNC(=O)c1cnc2cc(C)nn2c1 the results were Pf Dd2 inh 2%[44.1 µM].
`CCOc1ccccc1CN1CCCCCNC(=O)[C@@H]2CCC[C@@H]21` gave Pf Dd2 inh inconclusive.
`O=C1NCc2ccccc2CC12CCCN(Cc1ccccc1Cl)C2` (stereo not given) gave Pf Dd2 inh -30%.
For CN1CC(=O)N2CCN(Cc3csc(-c4ccccc4)n3)CC2C1=O (stereo not given) the results were Pf Dd2 inh -5%.
For CCc1nc2nccc(-c3ccc(OC)cc3F)n2n1 the results were Pf Dd2 inh inactive.

The list is partial (hit frequency here may not be typical).
